TCR activator: Activators of T cell receptors: qHTS campaign | primary human leukocytes, anti-CD3, IL-2 HTRF, 48 h | Potency, µM (top dose mostly 9.22 µM), inactives show at the top dose activation of IL-2 secretion, actives largely listed as activators | 330,000 tested, under 10 active | AID 504894, 2011; further: % of control where 0% means no effect
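Primary human leukocytes were stimulated with a-CD3 beads plus compounds for 48 hr without co-stimulation; secreted IL-2 was quantified by HTRF using a-IL-2-K (europium cryptate) and a-IL-2-d2, excited at 320nm with acceptor emission read at 665nm.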
B2AR arrestin: qHTS assay of beta-arrestin-biased ligands of beta2-adrenergic receptor; Beta-2 adrenergic receptor (Homo sapiens), P07550; AID 492947, 2010; actives 0.02% (n = 330,000); Potency, µM (series often up to 46.1 µM), for inactives: at the highest dose activation, hits mostly activators; beta-arrestin recruitment to beta2AR, cell-based reporter;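 further: potency means the concentration at half of the fitted maximal effect; 0% = DMSO controls and full agonism = EC100 isoproterenol or metaproterenol; nearly all actives have a fitted effect of over 65% in size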
Target sequence (P07550 whole entry, looked up): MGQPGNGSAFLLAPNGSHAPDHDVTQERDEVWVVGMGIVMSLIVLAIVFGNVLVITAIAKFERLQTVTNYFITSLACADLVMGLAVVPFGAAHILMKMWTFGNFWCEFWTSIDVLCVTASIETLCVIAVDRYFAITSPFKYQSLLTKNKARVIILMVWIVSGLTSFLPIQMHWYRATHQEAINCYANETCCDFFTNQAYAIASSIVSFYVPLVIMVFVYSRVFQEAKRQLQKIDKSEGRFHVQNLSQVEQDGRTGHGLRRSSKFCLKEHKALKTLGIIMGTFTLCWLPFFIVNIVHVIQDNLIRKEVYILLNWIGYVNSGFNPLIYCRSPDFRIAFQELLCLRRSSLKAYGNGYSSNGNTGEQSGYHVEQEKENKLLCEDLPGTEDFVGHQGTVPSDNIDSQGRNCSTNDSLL
TRPV1 agonist: HTS Assay for Compounds that Act as Agonists of the Vanilloid Receptor 1; Transient receptor potential cation channel subfamily V member 1 (Homo sapiens), Q8NER1; TRPV1-expressing cells, Fluo-8 calcium influx, agonist mode; activation, % at 8.33 µM; actives 0.19% (n = 320,000); AID 540275, 2011; in the data active means activation above about 80%; inconclusive means between about 30% and that limit; further: 0% is about no effect
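Cells expressing TRPV1 were dye-loaded with Fluo-8 and read kinetically: 10 s baseline, 3 min after compound (agonist portion), then 2 min after EC20 capsaicin (allosteric enhancer portion). Calcium-bound dye fluorescence at 480/520 nm.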
Integrin act MD: qHTS for Activators of Integrin-Mediated Alleviation for Muscular Dystrophy; actives 0.064% (n = 350,000); AID 624291, 2012; alpha7betagal myoblasts, beta-gal FDG fluorescence, 48 h; Potency, µM (top dose mostly 38.3 µM), without a hit: at the highest dose activation, most hits filed as activators;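 further: potency means the concentration at half of the fitted maximal effect; 100% = response of the positive control SU9516; nearly all actives have a fitted effect of over 60% in size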
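Alpha7betagal+/- myoblasts (passage 13) were plated 16-24 hr, then exposed to compounds (1:260 dilution of DMSO stock) for 48 hours at 37C. After MPER lysis, β-galactosidase reporter activity was read as FDG fluorescence (ex 480/em 540) after 30 minutes.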
AT treatment: qHTS Assay for Identifying a Potential Treatment of Ataxia-Telangiectasia. Potency, µM (top dose mostly 57.5 µM), for inactives: top-dose activation, actives largely listed as activators. actives 0.19% (n = 320,000). […] A-T fibroblasts, KAP-1 phosphorylation AlphaLISA; neocarzinostatin DNA damage 30 min before lysis; further: potency means the concentration at half of the fitted maximal effect; % of control where 0% means no effect; nearly all actives have a fitted effect of over 45% in size
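ATM-like activity read as KAP-1 phosphorylation via AlphaLISA donor/acceptor antibody pairs after lysis and 6 hr at 25C. Cells were ATM-null patient fibroblasts ([…], hTERT), dosed 60 min, then exposed to the DSB inducer NCS for 30 min.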
CXXC DNA block: qHTS Fluorescence Polarization Assay for Inhibitors of MLL CXXC domain - DNA interaction; MLL-CXXC / FITC-HOXA9 DNA fluorescence polarization; Potency, µM (highest dose often 115 µM), without a hit: top-dose activity change, negative = inhibition, actives largely listed as inhibitors; Histone-lysine N-methyltransferase 2A (Homo sapiens), Q03164; actives 0.037% (n = 290,000); active means well fitted inhibition curve with a large enough effect in the polarisation, with a control signal flat, not every such curve was filed as active; inconclusive means small, poorly fitted or top-dose-only effect, or effect the other way, or a change in a side signal; inactive means no such curve, though single readings can be large or run the other way; the % refers to the polarisation; further: potency means the concentration at half of the fitted maximal effect
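Purified MLL-CXXC (added from a 7 uM solution) was preincubated 5 min at ambient with pinned compounds in 50 mM Tris-HCl pH 7.5, 50 mM NaCl, 1 mM DTT, 0.05% BSA. Fluorescein-labeled HOX-A9 DNA (50 nM solution) followed, 30 min, then polarization read.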
BRCA1 expr up: qHTS Assay to Identify Small Molecule Activators of BRCA1 Expression. Potency, µM (series often up to 46.1 µM), without a hit: at the top dose activation, actives largely listed as activators. actives 1.1% (n = 380,000). MCF7-BRCA1-FFLuc reporter, luminescence, 48 h; response scale: scaled: vehicle 0%, 10 µM genistein 100%; further: potency means the concentration at half of the fitted maximal effect; nearly all actives have a fitted effect of over 80% in size; some results filed as inactive show a strong effect at the top dose
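Using MCF7 cells harboring a BRCA1 firefly luciferase reporter, plated 2 h before compound pinning, the screen measured luminescence after 48 h incubation. Responses were normalized to DMSO and 10 microM genistein, then fitted for concentration-effect.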
p53 reactivation: qHTS assay for re-activators of p53 using a Luc reporter | H1299 p53-A138V BP100-luciferase reporter, luminescence, 24 h | actives 0.063% (n = 320,000) | Potency, µM (titrated, usually from 92.2 µM), for inactives: top-dose activity change, positive = activation, actives largely listed as activators; further: potency means the concentration at half of the fitted maximal effect; % of control where 0% means no effect; nearly all actives have a fitted effect of over 45% in size
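p53-null H1299 cells stably carrying temperature-sensitive p53-A138V and a BP100-luciferase reporter were pinned with compounds (4-point, 1:5 series) and held 24 hrs at 37 deg C. Luminescence was read 10 min after detection reagent.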
ELG1 DNA repair: qHTS screen for small molecules that inhibit ELG1-dependent DNA repair in human embryonic kidney (HEK293T) cells expressing luciferase-tagged ELG1; HEK293T ELG1-luciferase reporter, luminescence, 16 h; DNA damage induced by 5-fluorouridine; Potency, µM (top dose mostly 46.1 µM), for the others: at the top dose activity change, negative = inhibition, actives largely listed as inhibitors; actives 2.3% (n = 330,000); AID 504467, 2011; further: potency means the concentration at half of the fitted maximal effect; on the % scale 0 is the no-effect control and ±100 the full control effect; nearly all actives have a fitted effect of over 55% in size
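Overnight (16 hr) co-exposure of 2,000 cells/well to 5-fluorouridine and compound at 37 °C preceded detection. Luciferase was quantified via ONE-Glo luminescence; loss of signal denotes inhibition.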
PTAP TSG101 blk: qHTS Assay for Iinhibitors of HIV-1 Budding by Blocking the Interaction of PTAP/TSG101. 340,000 tested, under 10 active. Tumor susceptibility gene 101 protein (Homo sapiens), Q99816. Fluorescence polarization, FITC-PTAP peptide / Tsg101 binding. AID 493005, 2010. Potency, µM (top dose mostly 115 µM), for inactives: top-dose activity change, negative = inhibition, hits mostly inhibitors; active means well fitted inhibition curve with a large enough effect in the main read-out, with a control signal flat, not every such curve was filed as active; inconclusive means small, poorly fitted or top-dose-only effect, or effect the other way, or a change in a side signal; inactive means no such curve, though single readings can be large or run the other way; further: potency means the concentration at half of the fitted maximal effect; % of control where 0% means no effect
Target sequence (Q99816 whole entry, looked up): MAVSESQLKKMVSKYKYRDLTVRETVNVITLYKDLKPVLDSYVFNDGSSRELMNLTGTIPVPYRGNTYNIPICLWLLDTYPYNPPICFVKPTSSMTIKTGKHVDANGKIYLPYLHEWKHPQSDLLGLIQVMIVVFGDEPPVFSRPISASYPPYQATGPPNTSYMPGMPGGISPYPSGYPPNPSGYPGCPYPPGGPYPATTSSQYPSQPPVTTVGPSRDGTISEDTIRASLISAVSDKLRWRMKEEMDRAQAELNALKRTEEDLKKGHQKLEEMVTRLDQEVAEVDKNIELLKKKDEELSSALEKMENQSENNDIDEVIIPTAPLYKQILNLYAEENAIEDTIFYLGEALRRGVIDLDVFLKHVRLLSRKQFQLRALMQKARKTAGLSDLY
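FP read-out: FITC-PTAP peptide, 50 nM final, binding Tsg101 binding domain, 10 uM final; 20 min, r.t.; 10 mM HEPES pH 7.5, 0.15 M NaCl, 0.01% Tween 20, 3 mM EDTA, 0.1 mM TCEP.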
Active calls of the source: *; [ ] = another dose, or the depositor's remark. Unless noted, the call rests on the fitted dose curve; in most records, active means well fitted curve in the direction sought with a large enough effect; inconclusive means small, poorly fitted or top-dose-only effect, or another doubt; inactive means no such curve, though single readings can be large; an effect the other way counts as inactive or inconclusive. Compounds as they come; about 3.8% have a hit in one of these screens.

Results for CCN(CC)CCN1C(=O)c2oc3ccccc3c(=O)c2C1c1ccc(F)cc1 (centres undefined) ?
TCR activator: 3%; B2AR arrestin: -2.1%; TRPV1 agonist: 1; Integrin act MD: -6%; AT treatment: 1%; CXXC DNA block: 13%; BRCA1 expr up: -6%; p53 reactivation: 2%; ELG1 DNA repair: 11%; PTAP TSG101 blk: -6%

How did CN1/C(=C/C(=O)C2CC2)C(C)(C)c2ccccc21 do in these assays?
TCR activator: -74%; B2AR arrestin: -0.1%; TRPV1 agonist: 16; Integrin act MD: -41%; AT treatment: 0%; CXXC DNA block: -2%; BRCA1 expr up: 9%; p53 reactivation: -1%; ELG1 DNA repair: 10%; PTAP TSG101 blk: 0%

What do the screens show for `CC(NC(=O)C1C2C=CC(C2)C1C(=O)O)c1ccccc1` (centres undefined)?
B2AR arrestin: -3.1%; TRPV1 agonist: 3; Integrin act MD: 3%; AT treatment: 0%; CXXC DNA block: -5%; BRCA1 expr up: 2%; p53 reactivation: -2%; ELG1 DNA repair: 8%; PTAP TSG101 blk: -5%

Results for O=[N+]([O-])c1ccc(N/N=C2/CCCCC2c2ccccn2)c([N+](=O)[O-])c1 (centres undefined) ?
TCR activator: 3%[46.1 µM]; B2AR arrestin: -2.7%; TRPV1 agonist: -6; Integrin act MD: -11%; AT treatment: 2%; CXXC DNA block: -2%; BRCA1 expr up: -19%; p53 reactivation: 15%; ELG1 DNA repair: -2%; PTAP TSG101 blk: 4%

Results for Nc1nnc(SCC(=O)Nc2ccccc2N2CCOCC2)s1 ?
TCR activator: -1%; B2AR arrestin: 0.2%; TRPV1 agonist: 0; Integrin act MD: -27%; AT treatment: 4%; CXXC DNA block: -5%; BRCA1 expr up: -13%; p53 reactivation: 1%; ELG1 DNA repair: -2%; PTAP TSG101 blk: 0%

Results for Fc1ccc(CNc2nc(-c3ccccc3)nc3ccccc23)cc1 ?
TCR activator: -3%; B2AR arrestin: 0.3%; TRPV1 agonist: 0; Integrin act MD: 12%; AT treatment: 3%; CXXC DNA block: 137%[activator]; BRCA1 expr up: -48%; p53 reactivation: -2%; ELG1 DNA repair: inconclusive; PTAP TSG101 blk: -6%

What do the screens show for `COCCCNC(=O)CCc1nc(-c2ccccc2Cl)no1`?
TCR activator: -8%; B2AR arrestin: -0.2%; TRPV1 agonist: -1; Integrin act MD: -11%; AT treatment: -10%; CXXC DNA block: 3%; BRCA1 expr up: 7%; p53 reactivation: inconclusive; ELG1 DNA repair: -1%; PTAP TSG101 blk: 1%

Results for CC(=O)Oc1ccc(C2C3=C(CC(C)(C)CC3=O)Nc3cc4c(cc32)OCCO4)cc1 (centres undefined) ?
TCR activator: -3%; B2AR arrestin: 0.2%; TRPV1 agonist: 19; Integrin act MD: 7%; AT treatment: 5%; CXXC DNA block: 3%; BRCA1 expr up: 15%; p53 reactivation: 1%; ELG1 DNA repair: -3%; PTAP TSG101 blk: -2%

Results for Nc1nc(-c2nonc2N)no1 ?
TCR activator: -1%; B2AR arrestin: 0.0%; TRPV1 agonist: -1; Integrin act MD: 12%; AT treatment: -5%; CXXC DNA block: -4%; BRCA1 expr up: 3%; p53 reactivation: -2%; ELG1 DNA repair: -2%; PTAP TSG101 blk: -7%

Results for CCOC(=O)c1c(C)oc2cc(Sc3ccccc3)c(O)c(O)c12 ?
TCR activator: -1%; Integrin act MD: inconclusive; BRCA1 expr up: 10%; PTAP TSG101 blk: -6%

Results for COc1ccc2c(c1)C1NC(=S)NC(C)(O2)C1C(=O)Nc1ccc(C)cc1C (centres undefined) ?
TCR activator: 8%; B2AR arrestin: 0.0%; TRPV1 agonist: 2; Integrin act MD: 31%; AT treatment: 8%; CXXC DNA block: 7%; BRCA1 expr up: -24%; p53 reactivation: 8%; ELG1 DNA repair: -3%; PTAP TSG101 blk: 0%

What do the screens show for `COC(=O)c1ccccc1S(=O)(=O)NNC(=O)c1nn(C)c(=O)c2ccccc12`?
TCR activator: -1%[46.1 µM]; B2AR arrestin: 0.0%; Integrin act MD: 7%; AT treatment: 10%; BRCA1 expr up: -29%; p53 reactivation: 1%; ELG1 DNA repair: -7%; PTAP TSG101 blk: -4%

How did COc1cc(/C=N\Nc2nc3ccccc3[nH]2)cc(OC)c1OC do in these assays?
TCR activator: -23%; B2AR arrestin: -2.1%; TRPV1 agonist: -3; Integrin act MD: 5%; AT treatment: 5%; CXXC DNA block: -11%; BRCA1 expr up: -15%; p53 reactivation: -26%; ELG1 DNA repair: -2%; PTAP TSG101 blk: 1%

How did Cn1cc(C(=O)NC2C3CC4CC(C3)CC2C4)cn1 (centres undefined) do in these assays?
TCR activator: 0%[46.1 µM]; B2AR arrestin: -0.2%; TRPV1 agonist: 2; Integrin act MD: 0%; AT treatment: 18%; CXXC DNA block: 1%; BRCA1 expr up: 15%; p53 reactivation: -4%; ELG1 DNA repair: -9%; PTAP TSG101 blk: 0%

How did CCN(CC)CCn1c2c(c(SCC(=O)Nc3cccc4ccccc34)nc1=O)CCCC2 do in these assays?
TCR activator: -3%; B2AR arrestin: 0.2%; TRPV1 agonist: -1; Integrin act MD: -9%; AT treatment: 11%; BRCA1 expr up: -42%; p53 reactivation: -8%; ELG1 DNA repair: -12%; PTAP TSG101 blk: -2%

What do the screens show for `C=CCNC(=O)c1ccccc1NC(=O)C1CCN(S(=O)(=O)c2ccc(SC)cc2)CC1`?
TCR activator: -2%; B2AR arrestin: -0.7%; TRPV1 agonist: 6; Integrin act MD: -32%; AT treatment: 4%; CXXC DNA block: -1%; BRCA1 expr up: -15%; p53 reactivation: -5%; ELG1 DNA repair: -6%; PTAP TSG101 blk: -3%

Results for O=C(CN1CCOCC1)Nc1ncc(Br)cc1Br ?
TCR activator: 6%; B2AR arrestin: 6.9%; TRPV1 agonist: 4; Integrin act MD: -6%; AT treatment: 3%; CXXC DNA block: 0%; BRCA1 expr up: -12%; p53 reactivation: -1%; ELG1 DNA repair: 1%; PTAP TSG101 blk: -1%

Results for COc1cccc(NC(=S)N2CCN(S(=O)(=O)c3ccc(F)cc3)CC2)c1 ?
TCR activator: 3%; B2AR arrestin: 0.1%; TRPV1 agonist: 9; Integrin act MD: -16%; AT treatment: 15%; CXXC DNA block: 3%; BRCA1 expr up: 0%; p53 reactivation: 2%; ELG1 DNA repair: -3%; PTAP TSG101 blk: 1%

Results for Cn1c(Cn2nnc3ccccc32)nnc1SCC(=O)NCc1ccc2c(c1)OCO2 ?
TCR activator: 0%; B2AR arrestin: -0.1%; TRPV1 agonist: 0; Integrin act MD: 24%; AT treatment: 8%; CXXC DNA block: -4%; BRCA1 expr up: 6%; p53 reactivation: 15%; ELG1 DNA repair: -7%; PTAP TSG101 blk: -7%

What do the screens show for `CCCC(C(=O)NC(C)(C)C)N(CCN1CCOCC1)C(=O)CNS(=O)(=O)c1ccccc1` (centres undefined)?
TCR activator: 5%; B2AR arrestin: 0.2%; TRPV1 agonist: -1; Integrin act MD: -21%; AT treatment: 6%; CXXC DNA block: 7%; BRCA1 expr up: -8%; p53 reactivation: -1%; ELG1 DNA repair: -1%; PTAP TSG101 blk: -4%

How did COc1cccc(-c2ccc(C#N)c(SCC(=O)NCc3ccco3)n2)c1 do in these assays?
TCR activator: 7%; B2AR arrestin: -0.1%; TRPV1 agonist: 0; Integrin act MD: -23%; AT treatment: 3%; CXXC DNA block: 10%; BRCA1 expr up: 49%; p53 reactivation: 12%; ELG1 DNA repair: 5%; PTAP TSG101 blk: -1%

What do the screens show for `CCOC(=O)C(Cc1c[nH]c2ccccc12)NC(=O)c1ccccc1Br` (centres undefined)?
TCR activator: 9%; B2AR arrestin: -0.1%; TRPV1 agonist: 7; Integrin act MD: -9%; AT treatment: -11%; CXXC DNA block: 11%; BRCA1 expr up: 53%; p53 reactivation: -10%; ELG1 DNA repair: inconclusive; PTAP TSG101 blk: 0%

Assay outcomes from PubChem.
